Screening results from PubChem.
H9c2 TAG inh = inhibitors of triacylglycerol accumulation, primary screen, cell-based, uHTS, fluorescence, H9c2 | H9c2 cells, Nile Red lipid (TAG) fluorescence; cells loaded with 200 µM oleic acid | inhibition, % at 12.5 µM | 0.66% of 230,000 active | AID 651582, 2012;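 active means pattern-corrected inhibition of lipid staining of at least 50% with the nuclear-stain viability signal not falling by more than 50%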;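 further: 0% = DMSO wells and 100% = triacsin C control wells; some results filed as inactive read as strong as hits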
H9c2 TAG inh DAPI viability = also measured in H9c2 TAG inh; calls as there; DAPI nuclei signal change (viability), lower = more cytotoxic, %;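 whole-well DAPI fluorescence read on a plate reader as a viability signal; minus 50 percent equals half of cells still viable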
Numbers without * were called inactive. Only part of the results is shown. The share of hits here may be higher or lower than overall.

SMILES,H9c2 TAG inh,H9c2 TAG inh DAPI viability
CC1CCCCN1C(=O)c1ccc(OC2CCN(S(=O)(=O)N(C)C)CC2)cc1 (configuration not stated),-9.2,-15.0
CCn1c(SCC(=O)Nc2nccs2)nnc1-c1cccnc1,-0.1,1.5
Cc1cc(NC(=O)CSc2ccc3nnc(-c4ccccn4)n3n2)no1,6.2,-1.1
COc1ccc(C=O)cc1CSc1ccccn1,-2.3,-0.9
O=c1c2ccccc2[nH]c(=S)n1CCCN1CCOCC1,-5.5,3.3
Cc1ccccc1NS(=O)(=O)c1ccc2c3c(cccc13)C(=O)N2C,16.3,0.2
CC(C)c1ccc(/C=N/NC(=O)c2ccccn2)cc1,-10.6,3.9
COc1ccc(-c2cc3ccccc3n2CC(O)Cn2nc(C)cc2C)cc1 (configuration not stated),3.7,-14.3
CC/C(=N\NC(=O)CNC(=O)/C=C/c1ccco1)c1ccccc1,-4.3,4.1
O=C(COc1ccc(Cl)cc1Cl)N1CCN(c2ccccn2)CC1,-1.2,-5.3
COc1ccc(CNn2c(-c3cccs3)nc3ccccc3c2=O)cc1OC,-17.6,7.2
COc1ccc(C(=O)CSc2nc(C(C)(C)C)nc3ccccc23)cc1,-166.6,13.7
C[C@H](O)[C@@H]1C(=O)N2CCc3ccc(-c4cccc(F)c4)cc3[C@@H]2C[C@@H]1N(C)C(=O)C(C)(C)C,2.8,-7.4
O=C1CCCC/C1=C\Nc1ccc(C(=O)O)c(O)c1,-1.7,8.6
CCC1CCCCN1C(=O)CSc1n[nH]c(N)n1 (configuration not stated),-0.3,5.8
OCC[C@@H]1C[C@H](O)[C@@H](O)[C@]2(CCc3ccccc3CO2)O1,2.9,-7.0
CC(OC(=O)CCN=C1NS(=O)(=O)c2ccccc21)C(=O)Nc1ccc(N(C)C)cc1 (configuration not stated),22.3,-13.7
Cc1ccccc1C(=O)N1CCC(C(=O)Nc2nc3ccc(F)cc3s2)CC1,8.9,7.3
CC1CC(C)(C)CC2(C1)NC(=O)N(CC(=O)NCc1ccccc1F)C2=O (configuration not stated),-9.0,2.4
CN(Cc1ccccc1)c1ccc(C(CC(N)=O)NC(=O)c2ccc(Br)cc2)cc1[N+](=O)[O-] (configuration not stated),-19.5,-9.6
Cc1ccccc1Nc1nnc(SCC(=O)c2c(N)n(C3CC3)c(=O)[nH]c2=O)s1,-38.1,-2.9
CCN1CCN(Cc2ccccc2NC(=O)Nc2ccc(C)cc2)CC1,21.3,-9.7
Cc1cc(NC(=O)CSc2nccn2C)n(-c2ccccc2)n1,1.8,-7.7
CCN1C(=O)[C@H]2[C@@H](c3ccc(OC)cc3)N[C@]3(CCCN(CCC(C)C)C3=O)[C@H]2C1=O,2.3,-10.4
CC(C)c1nc(SCC(=O)Nc2c[nH]c(=O)[nH]c2=O)c2cnn(-c3ccccc3)c2n1,-7.6,2.1
CC(=O)Nc1ccc(S(=O)(=O)N(C)CC(=O)OCC(=O)NCc2ccco2)cc1,1.9,5.7
COc1ccc(NC(=O)c2ccc(Oc3ncccn3)cc2)cc1,4.6,3.9
O=C(CC(=O)N1CCOCC1)N1CCOCC1,-1.3,-0.4
COc1ccccc1NC(=O)NCC(c1ccco1)N1CCCCC1 (configuration not stated),6.5,-13.5
Cc1ccc2cc(CN(c3ccc(C)c(C)c3)S(C)(=O)=O)c(=O)[nH]c2c1,5.5,-14.2

As entered above:
In H9c2 TAG inh DAPI viability, Cc1ccc2cc(CN(c3ccc(C)c(C)c3)S(C)(=O)=O)c(=O)[nH]c2c1 shows -14.2
In H9c2 TAG inh DAPI viability, Cc1ccccc1C(=O)N1CCC(C(=O)Nc2nc3ccc(F)cc3s2)CC1 shows 7.3

Filtered by structure: those above with an aryl methoxy group.
SMILES,H9c2 TAG inh,H9c2 TAG inh DAPI viability
COc1ccc(C=O)cc1CSc1ccccn1,-2.3,-0.9
COc1ccc(-c2cc3ccccc3n2CC(O)Cn2nc(C)cc2C)cc1 (configuration not stated),3.7,-14.3
COc1ccc(CNn2c(-c3cccs3)nc3ccccc3c2=O)cc1OC,-17.6,7.2
COc1ccc(C(=O)CSc2nc(C(C)(C)C)nc3ccccc23)cc1,-166.6,13.7
CCN1C(=O)[C@H]2[C@@H](c3ccc(OC)cc3)N[C@]3(CCCN(CCC(C)C)C3=O)[C@H]2C1=O,2.3,-10.4
COc1ccc(NC(=O)c2ccc(Oc3ncccn3)cc2)cc1,4.6,3.9
COc1ccccc1NC(=O)NCC(c1ccco1)N1CCCCC1 (configuration not stated),6.5,-13.5

Some of the entries above in a different format:
Each structure is followed by: H9c2 TAG inh	H9c2 TAG inh DAPI viability
> CC(OC(=O)CCN=C1NS(=O)(=O)c2ccccc21)C(=O)Nc1ccc(N(C)C)cc1 (configuration not stated)
→ 22.3	-13.7
> CCC1CCCCN1C(=O)CSc1n[nH]c(N)n1 (configuration not stated)
→ -0.3	5.8
> COc1ccc(C=O)cc1CSc1ccccn1
→ -2.3	-0.9

Reformatted field by field: 2 of the compounds above
> COc1ccc(C=O)cc1CSc1ccccn1
  H9c2 TAG inh: -2.3
  H9c2 TAG inh DAPI viability: -0.9
> CCN1CCN(Cc2ccccc2NC(=O)Nc2ccc(C)cc2)CC1
  H9c2 TAG inh: 21.3
  H9c2 TAG inh DAPI viability: -9.7

(continued)
SMILES,H9c2 TAG inh,H9c2 TAG inh DAPI viability
CCN(Cc1ccccc1)C(=O)c1cc2c(=O)oc3ccc(C)cc3c2s1,5.8,-14.5
CCOc1ccsc1C(=O)O,-10.4,7.2
CC1(C(=O)NS(=O)(=O)c2cccc(F)c2)CCN1C(=O)C/C=C/c1ccccc1 (configuration not stated),3.2,1.8
Cc1ccc(S(=O)(=O)N2CCOCC2)cc1C(=O)Nc1ccc2c(c1)OCCO2,23.3,-5.6
COc1cccc(NC(=O)CSc2nc3c(sc4ccccc43)c(=O)n2CCN(C)C)c1,-3.3,11.8
CCc1nc2ccc(C(=O)NCc3ccc(OC)cc3)cn2c1N(CCC(C)C)CCN(C)C,37.9,-21.6
C=CCN(c1ccc(C(=O)OC)cc1)S(=O)(=O)c1ccccc1,2.0,-4.5
CC(=O)C(Cc1ccc(Cl)nc1)Cc1ccc(Cl)nc1,-11.6,3.4
CC(C)CN(C(=O)Cn1c(C(F)(F)F)nc2ccccc21)C1CCS(=O)(=O)C1 (configuration not stated),-2.6,2.1
CCC(C)COC(c1ccccc1)(c1ccccc1)C(Oc1nc(C)cc(C)n1)C(=O)O (configuration not stated),-8.9,3.2
Cc1ccc(Sc2ccc(CN3CCCCC3)cc2[N+](=O)[O-])cc1,2.3,20.2
Cc1ccc(NC(=O)CCC(=O)c2cccs2)cc1,6.2,-13.9
O=C(c1cc2ccccc2[nH]1)N1O[C@@H]2C=C[C@H]1C2,-8.3,8.2
CCOC(=O)c1cc(NC(=O)N2CCCCC2)c(C)nc1C,5.4,7.8
COc1cc(/C=C2\SC(=S)N(C(C(=O)O)c3ccccc3)C2=O)cc(OC)c1OC (configuration not stated),-2.8,1.5
CCOc1ccc(OCCC(=O)OCC(=O)Nc2cc(S(=O)(=O)N3CCOCC3)ccc2OC)cc1,-0.1,4.4
O=C(NCC1CCCCC1)C1CCCN(C(=O)NC2CCCCC2)C1 (configuration not stated),20.5,-1.4
COc1ccc(/C(C)=N/NC(=O)C2CC2)cc1,-0.5,-4.0
CC(=O)Nc1ccc(NC(=O)C2CC(=O)N(Cc3ccco3)C2)cc1 (configuration not stated),23.4,-3.4
O=C(COC(=O)c1cc([N+](=O)[O-])ccc1N1CCOCC1)Nc1c(Cl)cccc1Cl,10.4,-9.5
Cc1ccccc1OCC(=O)Nc1ccc(NC(=O)c2ccco2)cc1,5.6,2.6
Cc1cc(=O)[nH]c(CN2CCOCC2)n1,0.7,-6.1
COc1cc(S(=O)(=O)N2CCn3cccc3C2C)ccc1NC(C)=O (configuration not stated),-0.7,0.7
CCCS(=O)(=O)NC(=O)C1(C)CCN(C(=O)c2ccc(C(F)(F)F)cc2)C1 (configuration not stated),0.7,-12.2
CCCCn1c(N)c(N(CC(C)C)C(=O)COC(=O)c2ccccc2NCCO)c(=O)[nH]c1=O,-8.1,4.4
CCC1SC(CC)C(=O)N(CC(=O)NCCc2ccccc2)C1=O (configuration not stated),-7.0,37.2
COc1cc(C2N(c3ccccc3)CCN2c2ccccc2)cc(OC)c1OC,-14.0,2.0
CC1CCCC(NC(=O)NC(=O)COC(=O)C2=NN(c3ccccc3)C(=O)CC2)C1C (configuration not stated),-8.7,5.2
C=CCNC(=O)C1CCN(c2c([N+](=O)[O-])cc(C(F)(F)F)cc2[N+](=O)[O-])CC1,-4.5,-0.6
CSc1ccc(CN2CCCC(CO)(Cc3ccccc3)C2)cc1 (configuration not stated),-6.7,15.8
O=C(O)CCNS(=O)(=O)c1cccc(Br)c1,5.5,3.3
COC(=O)C[C@@H]1C[C@@H]2c3cc(NS(=O)(=O)c4ccc(F)cc4)ccc3O[C@@H]2[C@@H](CO)O1,-1.2,9.5
O=C(Nc1c2c(nn1-c1ccccc1)CS(=O)(=O)C2)C1CCCC1,15.8,-4.4
C[C@H]1CN(S(=O)C(C)(C)C)[C@H](CCO)/C1=C\c1ccccc1 (some centres not stated),-17.4,3.0
COc1ccc(NC(C)=O)cc1NC(=O)C1CCN(C(=O)Nc2ccccc2)CC1,-6.4,-7.6
O=C(C(=O)N1CCN(c2ccccc2F)CC1)c1cn(CC(=O)N2CCCC2)c2ccccc12,26.5,-20.9
O=C(NCc1ccccn1)c1c(Cl)cccc1Cl,-6.1,-8.4
CC(=O)NC12CC3CC(C1)CC(C(=O)OCC(=O)Nc1c(F)cccc1F)(C3)C2,-13.3,-1.0
CC(=O)Nc1c(F)c(F)c(F)c(F)c1F,-0.1,-11.3
COC(=O)C1=C(C)NC2=C(C(=O)c3ccccc32)C1c1cccc(OC)c1 (configuration not stated),2.1,-4.2
COc1cccc(C(C)(O)c2nc(-c3ccc4ccccc4c3)cs2)c1 (configuration not stated),-20.3,-1.3
CCC1Oc2ccc(C)cc2N(CC(=O)N2CCN(c3ccc(F)cc3)CC2)C1=O (configuration not stated),-46.9,-7.4
O=C1C=C(O)CC(c2ccc(Cl)cc2)C1 (configuration not stated),25.1,-19.7
CCNC(=S)N(CCc1ccc(OC)c(OC)c1)Cc1cc2cc(OC)ccc2[nH]c1=O,12.4,-5.4
COc1ccc(-c2nn(C)c(=O)[nH]2)cc1,0.6,1.6
CC(C)Nc1nc(NC(C)(C)C)nc(Oc2ccc(=O)n(-c3ccccc3)n2)n1,8.9,-5.9
CC(=O)c1cccc(CN2CCN(Cc3ccc(C)cc3)C(CCO)C2)c1 (configuration not stated),6.2,-3.2
NC(=N\N=Cc1ccccc1)/C(N)=N/N=Cc1ccccc1,4.4,12.7
O=c1[nH]c(/C=C\c2ccc(O)c(O)c2)nc(O)c1[N+](=O)[O-],-3.3,-1.2
COc1ccc(-c2ccc3c(c2)C2CC3CCN2Cc2ccc(OC(F)(F)F)cc2)cc1 (configuration not stated),7.7,-6.3
Cc1ccc(-n2nc(-c3ccco3)cc2C(=O)O)c(C)c1,1.5,-6.8
O=C1CN(C(=O)/C=C/c2ccc(Cl)cc2)c2ccccc2N1,-4.1,0.8
CC1O[C@@H](O[C@H](C)CC/C=C/C(=O)O)C(O)C[C@H]1O (some centres not stated),3.4,-3.3
Nc1nonc1/C(=N/O)N1CCN(CCO)CC1,-4.1,8.6
CSc1nsc(SCCN2C(=O)c3ccccc3C2=O)n1,4.1,-3.4
COc1ccc(C(=O)Nc2nc3ccccc3[nH]2)cc1S(=O)(=O)N1CCCC1,-1.9,-6.6
Cc1ccc(N(C(=O)c2ccc(S(=O)(=O)N3CCCC3)cc2)C2C=CS(=O)(=O)C2)cc1 (configuration not stated),7.7,-0.8
CN1C(=O)N(S(=O)(=O)c2ccc(F)c(F)c2F)C(=O)C1(C)C,12.8,-0.6
FC(F)(F)c1ccc(CSc2ccccn2)cc1,1.4,-1.1
